SRC1 TRFRET art: TR-FRET detection interference compounds, primary screen, artefact control for PPARgamma SRC-1 recruitment agonists, biochemical, TR-FRET emission ratio; TR-FRET detection artefact counter-screen; active compounds read high; TR-FRET ratio at 8 µM; 0.34% of 99,000 active; AID 1051, 2008; in the data active = TR-FRET ratio above about 2300; also: inactives centre near 1800
SRC3 TRFRET art: TR-FRET detection interference compounds, artefact control for PPARgamma SRC-3 recruitment agonists, biochemical, TR-FRET ratio; TR-FRET ratio at 8 µM; TR-FRET artefact counter-screen, PPARgamma/SRC-3 format; active compounds read high; 0.39% of 99,000 active; AID 1048, 2008; in the data active = TR-FRET ratio above about 2000; also: inactives centre near 1600
* hit, by the source's call. The list is partial; count on the stated rates, not on these rows.

Values run as follows: SRC1 TRFRET art	SRC3 TRFRET art
- Cc1cc2cc(CN(Cc3cccs3)C(=S)NCc3ccco3)c(=O)[nH]c2cc1C
    1819	1542
- Cc1cc(C(=O)Nc2nnc(C3CCCCC3)s2)cs1
    2002	1398
- Clc1ccc(-n2ncc3c(NCC4CCCO4)ncnc32)cc1 (stereo unspecified)
    1748	1569
- CCN(CC)S(=O)(=O)c1ccc2c(c1)N(CC(=O)Nc1cccnc1Cl)C(=O)CO2
    1693	1734
- Cc1cc(SC#N)cc(C)c1NC(=O)CCl
    1884	1618
- COc1ccc(Cc2noc(CN3CCCC(OCc4ccccn4)C3)n2)cc1OC (stereo unspecified)
    1592	1662
- Cc1ccc(CCNC(=O)CN(C)S(=O)(=O)c2cnc[nH]2)cc1
    1585	1671
- Fc1cc(Br)ccc1NC(=S)Nc1cccnc1
    1645	1432
- CC(=O)c1cc2c(cc1NC(=O)CCC1CCCC1)OCO2
    1794	1652
- COc1cc(C(=S)NC2CCCCC2)ccc1O
    1683	1444
- O=C(Cn1cnc2cc([N+](=O)[O-])ccc2c1=O)N(Cc1ccccc1)C1CCS(=O)(=O)C1 (stereo unspecified)
    1668	1639
- O=C(NNS(=O)(=O)c1ccc(F)cc1)C1CC(c2cccnc2)=NO1 (stereo unspecified)
    1551	1257
- COc1ccc(CCN(C)CCC(=O)Nc2ccc(C)cc2)cc1OC
    1809	1652
- Cc1cc(NC(=O)CN2CCCCC2C)nc2c1c(=O)oc1ccccc12 (stereo unspecified)
    1940	1356
- COCCCNC(=S)N1CCCN(c2nc3c(C)c(C)ccc3cc2C#N)CC1
    1720	1632
- CN(CC1CCCO1)S(=O)(=O)c1ccc(C(=O)NCc2ccccc2)cc1 (stereo unspecified)
    1753	1638
- O=c1cc(CSc2ccc([N+](=O)[O-])cc2)nc2sccn12
    1772	1542
- Cc1cc(C)c(S(=O)(=O)NCC(=O)NCc2ccco2)c(C)c1
    1745	1452
- Cc1nc2ccccc2nc1OCc1ccccc1
    1698	1491
- CC1(C)CC(=O)C/C(=N\NC(=O)C2CC2c2ccccc2)C1 (stereo unspecified)
    1790	1706
- N=C(N)Sc1nc(N2CCCCC2)nc(N2CCCCC2)n1
    1790	1795
- CC(=O)NCC(=O)OC(C(=O)c1ccccc1)c1ccc(Cl)cc1 (stereo unspecified)
    1820	1494
- O=C1OCC2=C1C(c1ccc(Cl)cc1)CC(=O)N2c1ccc(F)cc1 (stereo unspecified)
    1929	1454
- Cc1cccc(C)c1NC(=O)NCCSc1snnc1C
    1834	1421
- COc1ccc(/C=C2\SC(=S)N(C(Cc3ccccc3)C(=O)O)C2=O)cc1 (stereo unspecified)
    1594	1516
- CN1C[C@@H]2C[C@@H](C3=Cc4cc(Cl)ccc4OC3)N3CCC[C@@]23C1=O
    1633	1499
- Cc1cccc(NC(=S)N(CCCN2CCCC2)Cc2cccn2Cc2ccc(Cl)cc2)c1
    2180	1594
- Cc1cc(C(=O)NC2CC2)c2ccccc2n1
    1960	1597
- O=C(CSc1ccccc1)Nc1ccccc1C(=O)N1CCCC1
    1992	1568
- CCN(CC)S(=O)(=O)c1ccc(N2C(=O)CC2(/C=C/c2ccccc2)C(=O)NC2CCCC2)cc1 (stereo unspecified)
    1376	1474
- CC(C)C(=O)Nc1cc(S(=O)(=O)Nc2ccc(Cl)cc2)ccc1Cl
    2081	1773
- Cn1c(=O)c(C(=O)COc2ccc(F)cc2Cl)c(N)n(Cc2ccccc2)c1=O
    1753	1557
- CCn1cc(CNC(=O)c2cc([N+](=O)[O-])c(C)c([N+](=O)[O-])c2)cn1
    1769	1571
- CC(=O)OCCCCCCCCCCC[N+]1(C)CCCCC1
    1628	1520
- O=C(CCc1nc2ccccc2[nH]1)Nc1ccc2c(c1)OCCO2
    1333	1487
- O=C(Nc1cc(S(=O)(=O)N2CCOCC2)ccc1O)c1ccc2c(c1)S(=O)(=O)c1ccccc1C2=O
    2182	1727
- C=CCNC(=O)CN1CCC(n2nnc3cc(C(F)(F)F)ccc32)CC1
    1645	1537
- NS(=O)(=O)c1cccc(NC(=S)NCc2ccccc2)c1
    1951	1434
- N/C(=N\OC(=O)COc1ccccc1Cl)c1ccccn1
    2064	1495
- COc1cc(C(=O)OCCn2c(=O)c3c(ncn3CCN(C)C)n(C)c2=O)cc(OC)c1OC
    1783	1628
- Cc1ccc(NC(=O)C2c3ccccc3Oc3ccccc32)c(C)c1
    2092	1838
- COc1ccc(C2OC(=O)CC2C(=O)NCc2ccc(F)cc2)cc1OC (stereo unspecified)
    1753	1524
- O=c1cc(CN2CCCCC2)nc(C2CC2)[nH]1
    1650	1556
- COCCOC(=O)c1c(C)oc2ccc(O)c(CN3CCC(C)CC3)c12
    1729	1798
- CN(C)[C@@H]1CCC[C@@H]1OC(=O)C(c1ccccc1)c1ccccc1
    1988	1561
- Cc1ccccc1OCC(O)Cn1c(SC(C)C)nc2c1c(=O)[nH]c(=O)n2C (stereo unspecified)
    1939	1559
- CCn1cc(CNCc2c(C(=O)N3CCCCC3)nc3c(C)cccn23)cn1
    1666	1662
- CCOC(=O)c1nc(Nc2cc(C)cc(C)c2)c2ccccc2n1
    1834	1802
- COC(=O)NC(Nc1sc2c(c1C(N)=O)CCCC2)(C(=O)OC)C(F)(F)F (stereo unspecified)
    1955	1587
- CCN1CCN(C(=S)Nc2cccc(C(F)(F)F)c2)CC1
    1618	1320

Further records follow:
Values run as follows: SRC1 TRFRET art	SRC3 TRFRET art
- O=c1c(C=NCc2ccccc2)c(NCc2ccccc2)nc2ccccn12
    1670	1521
- COc1ccc(NS(=O)(=O)c2ccc(NC(=O)CCNS(=O)(=O)c3ccc(C)cc3)cc2)cc1
    1584	1563
- CCC1=NN2C(=N)/C(=C\c3cccn3-c3ccc(Br)cc3)C(=O)N=C2S1
    1964	1642
- O=C(Cc1ccccc1Cl)Nc1cccnc1
    1491	1421
- O=C1OC(/C(=C\Nc2cc(Cl)ccc2O)[N+](=O)[O-])c2ccccc21 (stereo unspecified)
    1923	1659
- COC(=O)/C(C#N)=C/c1c(Oc2cc(C)cc(C)c2)nc2c(C)cccn2c1=O
    1777	1705
- Cc1cc(C)cc(C(=O)NCC(=O)OCc2c(C)noc2C)c1
    2020	1489
- CC1CCN(c2ccc(C(F)(F)F)cc2N)CC1
    1888	1530
- Cn1nnnc1SCc1ccc(Cl)cc1
    1795	1486
- CN1CCc2nc(SCC(=O)Nc3ccc(OC(F)(F)F)cc3)c(C#N)c(-c3cccs3)c2C1
    1677	1710

Entries of single compounds from above. Values in the order: SRC1 TRFRET art	SRC3 TRFRET art
COC(=O)/C(C#N)=C/c1c(Oc2cc(C)cc(C)c2)nc2c(C)cccn2c1=O in the list: 1777	1705
O=c1c(C=NCc2ccccc2)c(NCc2ccccc2)nc2ccccn12 in the list: 1670	1521
CCC1=NN2C(=N)/C(=C\c3cccn3-c3ccc(Br)cc3)C(=O)N=C2S1 in the list: 1964	1642
CN1CCc2nc(SCC(=O)Nc3ccc(OC(F)(F)F)cc3)c(C#N)c(-c3cccs3)c2C1 in the list: 1677	1710

The listing continues.
Values run as follows: SRC1 TRFRET art	SRC3 TRFRET art
- Cc1no[n+]([O-])c1COc1ccccc1/C=N/n1nnnc1N
    1832	1442
- COc1cc(NC(=S)NCCSc2ccc(C)cc2)cc(OC)c1
    1483	1405
- COc1ccc(NC(=S)NCCCN2CCCC2=O)c(OC)c1
    2032	1422
- O=C(/C=C/c1ccc[nH]1)c1ccc(F)cc1
    1628	1452
- CCCCNc1cnn(-c2ccccc2)c(=O)c1Cl
    1606	1486
- CC(=O)Nc1cccc(/C(C)=N/NC(=O)c2ccc3c(c2)OCO3)c1
    1840	1675
- CN(C)c1ccc(/C=N/N=C2/SC(CC(=O)O)C(=O)N2c2ccc(O)cc2)cc1 (stereo unspecified)
    2030	1479
- Cc1cc(-c2nn(-c3ccccc3F)cc2CN2CCCC(CO)C2)c(C)s1 (stereo unspecified)
    1906	1535
- COc1ccc([N+](=O)[O-])cc1NC(=O)C(C)c1ccccc1 (stereo unspecified)
    1743	1664
- Cc1oc2ccc(NS(=O)(=O)c3ccccc3)cc2c1C(=O)Nc1ccccc1
    1744	1467
- Cc1cccc(CC(C)NC(=O)CCc2nnc(-c3ccccc3)o2)n1 (stereo unspecified)
    1628	1558
- CCOC(=O)c1ccc(-n2c(CC)nc3ccccc3c2=O)cc1
    1564	1670
- COCCC(=O)N1CCCC(CCC(=O)NCc2ccc(F)c(F)c2)C1 (stereo unspecified)
    1623	1471
- CC(NC(=O)c1cccc(S(=O)(=O)N2CCN(C)CC2)c1)C1CC2CCC1C2 (stereo unspecified)
    1753	1682
- CC(NC(=O)c1ccc(C(F)(F)F)cc1)C(c1ccccc1)N1CCOCC1 (stereo unspecified)
    1767	1551
- C/C(=N\NC(=O)CN1CCN(Cc2ccc(C)cc2)CC1)c1ccncc1
    1680	1585
- CCC(=O)Nc1cccc(-n2nnnc2SCC(=O)N(C(C)C)C(C)C)c1
    2010	1816
- COc1ccc(CCNC(=O)c2ccccc2Cl)cc1OC
    1708	1661
- CC(=O)c1cccc(NC(=O)c2noc3c2CCc2ccccc2-3)c1
    1833	1600
- CN1CCC(N(C)C(=S)NC(=O)C23CC4CC(CC(C4)C2)C3)CC1
    1818	1565
- C=C(C)Cn1cnc2cc(C)c(C)cc21
    1424	1528
- O=C(NC1CCOC1)c1ccc(OC2CCN(CCc3ccccc3)CC2)cc1 (stereo unspecified)
    1658	1679
- CCNC(=O)NC(=O)C(C)OC(=O)c1ccc(SC)cc1OC (stereo unspecified)
    1946	1610
- CCOC(=O)c1[nH]cnc1C(=O)Nc1ccccc1
    1726	1533
- Cc1cc(N)n2nc(C)c(-c3ccc(Cl)cc3)c2n1
    1602	1711
- O=C(NCCNCc1ccccn1)c1ccco1
    1603	1429
- O=C(CSc1n[nH]c(-c2ccncc2)n1)c1cccc([N+](=O)[O-])c1
    1557	1480
- CC1C/C(=C/c2cccs2)C(=O)/C(=C/c2cccs2)C1 (stereo unspecified)
    1873	1418
- Cc1ccccc1Nc1nc(N)nc(CN(C)Cc2ccccc2Cl)n1
    1888	1634
- COc1ccc(C2C3CCCCC3(O)CCN2C(=O)c2cccs2)cc1 (stereo unspecified)
    1584	1583
- Cc1nonc1OCCNCCNc1ccc([N+](=O)[O-])cc1Cl
    1812	1478
- CCc1cccc(CC)c1N1C(=O)c2cc(N3CCOCC3)c([N+](=O)[O-])cc2C1=O
    1752	1606
- COC(=O)c1ccc(Cl)c(NC(=O)CN(c2ccccc2)S(=O)(=O)c2ccc(OC)cc2)c1
    1669	1432
- CCOC(=O)c1cc2c(ccn2C)n1Cc1ccc(Cl)cc1
    1755	1782
- N#C/C(=C(/O)COc1ccc(Br)cc1)c1nnc2n1CCCCC2
    1666	1545
- O=C1CCC(=O)N1c1ccc(-c2nc3ccccc3s2)cc1
    2057	1640
- COc1ccc(NC(=S)N2CCOCC2)c(OC)c1
    1755	1733
- O=Cc1cccn1-c1nccc(-c2ccco2)n1
    1887	1459
- CCn1cc(C2C(C(=O)Nc3ccc(Br)cn3)=C(C)NC3=C2C(=O)CCC3)c(C)n1 (stereo unspecified)
    1856	1768
- CCc1ccc(CN2CCCC(CNS(=O)(=O)c3ccc(OC)cc3)C2)cc1 (stereo unspecified)
    1928	1593
- N#Cc1ccc(C(=O)N2CCN(S(=O)(=O)c3ccc(Br)s3)CC2)cc1
    1936	1733
- COc1ccc(CNc2nc(S(=O)(=O)c3ccccc3)c(Cl)s2)cc1OC
    1778	1202
- CCN1CCN(c2nc(-c3ccccc3)nc3ccccc23)CC1
    1857	1816
- CCCCn1c(=O)c(CC(C)=O)nc2ccccc21
    1822	1566
- COc1ccccc1NS(=O)(=O)c1cc(NC(=O)c2cccs2)ccc1N1CCCC1
    1868	1592
- COc1ccccc1/C=C/C=N/n1c(-c2cc(C)[nH]n2)n[nH]c1=S
    1757	1572
- C=CCOc1c(OC)cc(/C=N/Nc2cccc(C(=O)O)c2)c(Br)c1Br
    2032	1729
- Cc1ccc(-c2cc(C(=O)Nc3ccccn3)c3ccccc3n2)o1
    1902	1687
- O=C(O)c1cc(-c2ccc(/C=N/NC(=S)Nc3ccccc3)o2)ccc1Cl
    1618	1669
- CCN1/C(=C2\SC(=S)N(Cc3ccccc3)C2=O)Sc2ccccc21
    1720	1352

Other compounds:
Values run as follows: SRC1 TRFRET art	SRC3 TRFRET art
- O=C(CCC(=O)N1CCCC1)Nc1ccc([N+](=O)[O-])cc1
    1729	1291
- CCOc1ccc(C(=O)NC(=S)Nc2ccccc2OC)cc1[N+](=O)[O-]
    1774	1527
- COCCn1c(SCC(=O)Nc2cccc(C)n2)nnc1-c1ccco1
    1644	1583
- COc1ccc(NC(=O)CCCN2C(=O)/C(=C\c3ccco3)SC2=S)cc1
    1832	1384
- CCN(CC)C(=O)C1CCCN(Cc2ccccc2C(F)(F)F)C1 (stereo unspecified)
    1884	1448
- CC(=O)Nc1ccc(Nc2nc(-c3ccccc3)nc3ccccc23)cc1
    1753	1577
- O=S(=O)(c1cccc2cccnc12)N1CCN(c2ccc(F)cc2)CC1
    1652	1691
- COc1ccc(NC(=O)CCN2C(=O)c3ccccc3S2(=O)=O)c(OC)c1
    2057	1788

Structural class: those above with a COOH group (four)
Values run as follows: SRC1 TRFRET art	SRC3 TRFRET art
- COc1ccc(/C=C2\SC(=S)N(C(Cc3ccccc3)C(=O)O)C2=O)cc1 (stereo unspecified)
    1594	1516
- CN(C)c1ccc(/C=N/N=C2/SC(CC(=O)O)C(=O)N2c2ccc(O)cc2)cc1 (stereo unspecified)
    2030	1479
- C=CCOc1c(OC)cc(/C=N/Nc2cccc(C(=O)O)c2)c(Br)c1Br
    2032	1729
- O=C(O)c1cc(-c2ccc(/C=N/NC(=S)Nc3ccccc3)o2)ccc1Cl
    1618	1669

Source: PubChem BioAssay
